hcGAS lum = blocks human cGAS activity; inhibition, % at 12.5 µM; 0.081% of 290,000 active; recombinant h-cGAS, ATP depletion, Kinase-Glo luminescence; Q8N884;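 also: 0% = vehicle reaction and 100% = reaction without DNA for no activity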
Target sequence (Q8N884 whole entry, looked up): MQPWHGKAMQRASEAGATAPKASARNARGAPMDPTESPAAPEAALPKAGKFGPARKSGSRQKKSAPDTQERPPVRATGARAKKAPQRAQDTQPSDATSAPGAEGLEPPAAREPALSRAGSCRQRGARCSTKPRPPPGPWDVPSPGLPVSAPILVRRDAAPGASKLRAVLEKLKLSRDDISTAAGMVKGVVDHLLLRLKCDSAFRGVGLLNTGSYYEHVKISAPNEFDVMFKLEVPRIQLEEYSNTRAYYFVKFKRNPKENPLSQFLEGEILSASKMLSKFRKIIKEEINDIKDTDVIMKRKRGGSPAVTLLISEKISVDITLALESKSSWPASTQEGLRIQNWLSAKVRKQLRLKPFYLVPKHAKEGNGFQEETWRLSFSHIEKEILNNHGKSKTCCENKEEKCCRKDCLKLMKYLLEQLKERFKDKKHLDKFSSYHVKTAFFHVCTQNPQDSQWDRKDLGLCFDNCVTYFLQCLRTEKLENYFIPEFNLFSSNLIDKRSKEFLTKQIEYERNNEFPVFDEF
mcGAS inh = blocks mouse cGAS activity. Q8C6L5. recombinant cGAS, Kinase-Glo ATP depletion luminescence. inhibition, % at 12.5 µM. 0.15% of 160,000 active. AID 1259399;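 also: 0% = negative control wells and 100% = reference inhibitor with no enzyme activity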
NPYLR7 ag = activates Aedes aegypti NPYLR7 receptor. AID 1259423. activation, % at 10 µM. 0.15% of 270,000 active. HEK293T NPYLR7/Galpha15, GCaMP6s calcium fluorescence; in the data active = activation above about 40%;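 also: 0% = vehicle and 100% = reference agonist at the receptor; some compounds past the cut are filed as inactive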
* = called active by the depositor; x = no result given; & = joins results of further samples. Rule as the data show it, unless noted: active = inhibition above about 40%; inactive = the rest. Hits appear at their usual frequency. Share with any hit: about 0.29%.

SMILES | hcGAS lum | mcGAS inh | NPYLR7 ag
CCOC(=O)C1(Cc2cccc(Cl)c2)CCCN(Cc2cc(C)[nH]n2)C1 (stereo unspecified) | 0 | x | 3
CCOC(=O)c1c(C)[nH]c(C2=Nn3c(nnc3C3CC3)SC2C)c1C (stereo unspecified) | 0&-10 | x | -3&7
CCN(C)Cc1ccc(-c2nc(C(F)(F)F)c(C)c(=O)[nH]2)cc1 | -7 | -9 | -3
CCOC(=O)c1cc(-c2ccc(N3CCN(C(=O)[C@@H]4C[C@H]4c4ccccc4)CC3)cc2)n(-c2ccc(F)cc2)n1 | -6 | -7 | 28
C=CCOC(=O)c1nnn(-c2nonc2N)c1C | -6 | -3 | 24
Cn1ccc(C(=O)N(CCN2CCCC2)Cc2ccc(Cl)c(Cl)c2)cc1=O | -6 | x | -1
O=C(NCCc1nc(-c2ccccc2)cs1)c1ccc2nc(C3CC3)oc2c1 | -13 | -11 | 8
Cc1cccc2nc(CSc3nnc(NC4CC4)s3)cc(=O)n12 | 1 | x | 0
CCc1ccc2nc(NC(=O)C3CSC4(C)CCC(=O)N34)sc2c1 (stereo unspecified) | -9 | x | 2
Cn1cccc1C1CCCN1S(=O)(=O)c1cccnc1Cl (stereo unspecified) | -6 | -15 | 5
CC[N+](CC)(CC)CCOc1cccc(OCC[N+](CC)(CC)CC)c1OCC[N+](CC)(CC)CC | -7&2&-1 | -4&-4 | 25&-1&-4
CCn1nc(C)c(NC(=O)CN2CCC(c3nc4c(C)cccc4[nH]3)CC2)c1C | -5 | x | -2
C=C(C)Cn1c(=O)c2c(nc3n(-c4ccccc4O)c(C)c(C)n23)n(C)c1=O | 5 | -5 | 4
O=C(O)c1cc2n(n1)CCN(Cc1cn[nH]c1C1CCCCC1)C2 | -1 | x | -1
CCS(=O)(=O)c1ncc(CN2CCCC(CN3CCCC3=O)C2)n1CCOC (stereo unspecified) | -1 | -7 | x
COc1cc(/C=C/CN2CCN(Cc3ccc(C)o3)C(CCO)C2)ccc1O (stereo unspecified) | 0 | x | 8
COc1ccccc1CCCN1CCC2(CC1)OCc1cc(-c3cccc(F)c3)ccc1O2 | -1 | 0 | -8
Cc1c(C(=O)NCC2(O)CCCNCC2)sc2ccccc12 (stereo unspecified) | 1 | x | 8
CC(=O)c1cccc(NC(=O)CCn2nnc3ccccc3c2=O)c1 | 7 | x | 3
Cc1ccc(-n2c(SCc3ccccc3)nnc2C(C)NC(=O)Nc2ccc(F)c(F)c2)cc1 (stereo unspecified) | -4 | -5 | -2
Cc1n[nH]c(C)c1CCC(=O)NCc1cccnc1N1CCCN(C)CC1 | -6 | x | 3
CCOc1ccc(/C=C/C(=O)Nc2nccs2)cc1 | -10 | -6 | 0
CCCCCOc1ccc(C2Nc3ccccc3C(=O)N2NC(=O)c2ccncc2)cc1 (stereo unspecified) | 4 | x | -3
c1ccc(-c2nc3cc(Oc4ccc5oc(-c6ccccn6)nc5c4)ccc3o2)nc1 | -8 | x | 3
COC(=O)C1=C(C)NC(=O)NC1c1cc(OC)ccc1OC (stereo unspecified) | -3 | 1 | -3
COc1ccc(Cl)cc1-c1nc(C=Nc2ccc(Br)cn2)c(O)o1 | -3 | -5 | -2
CC(C)(C)c1cc2nc(-c3ccccc3F)cc(C(=O)N3CCC4(CC3)OCCO4)n2n1 | -4&-1 | -7&-7 | -6&10
CCOC(=O)C(C)Sc1ncnc2c1nnn2Cc1ccc(Cl)cc1 (stereo unspecified) | -4 | 10 | 13
CCc1ccc2c(c1)NC(=O)C2(C)Cc1ccc(C(F)(F)F)nc1 (stereo unspecified) | 1 | -2 | 0
COC[C@@H]1CN(C(=O)CN2CCCCCC2)C[C@H]1C(N)=O | -16 | -5 | x
COc1cccc(NC(=O)CSc2nc3c(c(=O)n2-c2cc(C)cc(C)c2)SCC3)c1 | -3 | -6 | -2
CCOC(=O)c1ccc(N2CCn3c2nc2c3c(=O)n(CCCO)c(=O)n2C)cc1 | -2 | x | 5
COc1ccc(OCCn2c(C3CC(=O)N(c4ccccc4OC)C3)nc3ccccc32)cc1 (stereo unspecified) | -1 | x | -1
CC(C)CN1CCN(C(=O)c2ccc(-c3cc(-c4ccccc4)n[nH]3)cc2)CC1 | -1 | 4 | -1
Cc1csc(N(C)C(=O)c2cc(N3CCNC3=O)ccc2F)n1 | 3 | x | -7
COC(=O)[C@H]1C[C@@H](O)CCN1C(=O)c1scc2c1CCCC2 | -8 | -12 | 0
COc1ccccc1C1CCN(Cc2csc(-c3ccc(Cl)cc3)n2)CC1 | 2 | 0 | 0
Cc1cc2nn(CN(CCC#N)CCC#N)c(=S)n2c2ccccc12 | 0 | -2 | 8
CC1=C(C(=O)NCCCCC2CCCO2)SC2=NCCN21 (stereo unspecified) | -1 | -4 | x
Cc1nnc(SCC(=O)NCCc2ccc(Cl)cc2Cl)n1-c1ccccc1 | -3 | -5 | 9
Cc1ccccc1C(=O)Nc1sc2c(c1C(=O)Nc1cccc3ccccc13)CCCC2 | -6 | -8 | 2
CC(=O)N1c2ccccc2C[C@H]1C(=O)NCC1CCC(C(N)=O)CC1 (stereo partly specified) | -8 | x | 2
Cc1cc(=O)[nH]c(CCNC(=O)c2cccc3ccnn23)n1 | -5 | x | 32
COc1ccccc1C(=O)N1CCN(C(C(=O)Nc2ccc(C(C)C)cc2)C2CCCC2)CC1 (stereo unspecified) | -5 | -4 | -1
Cc1nnc(SCc2nc(-c3ccc(C(C)C)cc3)no2)n1C1CC1 | -6 | x | 1
CCn1c(=N)n(CC(O)c2ccco2)c2ccccc21 (stereo unspecified) | 2 | x | -2
Cc1ccc(CN(Cc2nc3cc(C)ccc3o2)C(=O)Cc2ccccc2)cc1 | 0 | -4 | 1
CN1CC2(CCCN(c3nc(-c4ccccc4)no3)CC2)OC1=O (stereo unspecified) | -3 | -17 | 1
CC(C)Nc1nnc(SCc2cc([N+](=O)[O-])cc3c2OCOC3)s1 | -3 | x | 0
Cc1cc(OCC(O)CN2CCNCC2)ccc1Cl (stereo unspecified) | 2 | x | -3
Later entries.
SMILES | hcGAS lum | mcGAS inh | NPYLR7 ag
COc1ccc(NC(=O)C2(C)CCN2Cc2ccccc2OC(F)F)cc1OC (stereo unspecified) | -1 | x | -4
O=C1Nc2ccccc2C1=Nn1ncc2ccccc21 | 3 | x | -6
CCCc1nc(N2CCCN(C(=O)Nc3ccccc3F)CC2)c2c(-c3cccc(C(F)(F)F)c3)noc2n1 | -1 | -5 | 17
N#Cc1ccc(NCCc2ccc(Cl)cc2)nc1 | -6 | x | 13
CC(C)(C)CN1CCCC(CNC(=O)CN2CCOC2=O)C1 (stereo unspecified) | -16 | -7 | x
CCN(CCN1CCOCC1)C(=O)c1nc2cccc(C)n2c1F | -8 | -13 | 0
CN(CCc1ccccn1)c1ncccc1CNC(=O)c1n[nH]c2c1CCCC2 | -7 | -11 | -4
COc1ccnc(CN2CCC(c3ccc(C(=O)O)cc3)C2)c1OC (stereo unspecified) | -2 | -8 | 4
CC(C)c1nc2sc3c(NCCCN(C)C)ncnc3c2c2c1CCCC2 | 1 | x | -7
Fc1cccc(F)c1-c1nc(CSc2nc3cc(Cl)ccc3o2)cs1 | -3 | -4 | 27

7 compounds picked at random from the list so far:
SMILES | hcGAS lum | mcGAS inh | NPYLR7 ag
N#Cc1ccc(NCCc2ccc(Cl)cc2)nc1 | -6 | x | 13
COc1ccnc(CN2CCC(c3ccc(C(=O)O)cc3)C2)c1OC (stereo unspecified) | -2 | -8 | 4
COc1ccc(NC(=O)C2(C)CCN2Cc2ccccc2OC(F)F)cc1OC (stereo unspecified) | -1 | x | -4
CCCc1nc(N2CCCN(C(=O)Nc3ccccc3F)CC2)c2c(-c3cccc(C(F)(F)F)c3)noc2n1 | -1 | -5 | 17
CN(CCc1ccccn1)c1ncccc1CNC(=O)c1n[nH]c2c1CCCC2 | -7 | -11 | -4
Fc1cccc(F)c1-c1nc(CSc2nc3cc(Cl)ccc3o2)cs1 | -3 | -4 | 27
CCN(CCN1CCOCC1)C(=O)c1nc2cccc(C)n2c1F | -8 | -13 | 0

(further entries)
SMILES | hcGAS lum | mcGAS inh | NPYLR7 ag
Cn1ccnc1C(O)(CCNc1nc2ccccc2s1)C(F)(F)F (stereo unspecified) | -6 | x | -2
COc1cc(C(C)=O)ccc1Oc1ncnc2c1cnn2-c1cc(Cl)ccc1C | -7 | -7 | 1
CC(C)Cc1cc(CNC(C)C(=O)NC2CCCC2)no1 (stereo unspecified) | -3 | -18 | 15
Cn1c(=O)c2sccc2n2c(CCCC(=O)N3CCCC3)nnc12 | 2 | x | 8
O=C(COc1coc(CN2CCc3ccccc3C2)cc1=O)N1CCCCC1 | -6 | -8 | -2
CC(=O)Nc1cccc(-c2cncc(Nc3ccccc3)c2)c1 | 4 | -1 | -11
CCN(C(=O)Nc1ccccc1F)C(C)c1nc2ccccc2c(=O)n1-c1cccc(Cl)c1 (stereo unspecified) | -4 | -3 | 8
CC(O)(COc1ccccc1)c1ccc2c(c1)CN(Cc1cccn1-c1ccccn1)CCO2 (stereo unspecified) | -7 | -18 | 5
Nc1ncc(Cc2ccc(F)c(Cl)c2)s1 | -1 | x | 7
CN(Cc1ccc2nsnc2c1)C(=O)CC1COCCN1 (stereo unspecified) | -5 | x | -5
Cc1ccc(C(CNC(=O)CCc2ccccc2)N2CCN(C)CC2)cc1 (stereo unspecified) | 2 | -9 | -2
Cc1noc(-c2cccs2)c1C(=O)NCCc1cccc(Cl)c1 | -6 | -8 | -2
Cc1cc(C)c2sc(N(CCCN(C)C)C(=O)c3ccc([N+](=O)[O-])o3)nc2c1 | -6 | -8 | 5
CCOC(=O)C(Cc1ccc(Cl)cc1)NC(=O)C1CC1(c1ccccc1)c1ccccc1 (stereo unspecified) | 2 | 1 | 8
Cc1ccccc1-n1c(SCC(=O)NCc2ccccc2)nnc1-c1ccccc1F | 0 | 1 | 0
CCn1nccc1NC(=O)COc1ccc(Cl)cc1C | -13 | x | -18
C=CCn1c(C2CC2)n[nH]c1=S | -5 | x | -3
O=C(CCN1CCOC(c2ccc(F)cc2)C1)Nc1ccccc1F (stereo unspecified) | -14 | x | 3
COc1cc(OC)c(OC)cc1C=Nn1c(-c2ccc(C)cc2)n[nH]c1=S | -3 | -4 | -2
CCCC(=O)N1CCN(c2ncnc3c2nnn3C)CC1 | -2 | x | 0
COS(=O)(=O)c1ccc(C)c(N2CCCC2=O)c1C | 6 | 1 | 2
CCN(CC)C(CNC(=O)c1cccc2ncccc12)c1ccccc1 (stereo unspecified) | 1 | 0 | -7
CCOC(=O)c1c(NC(=O)c2c(Br)c(C)nn2CC)c(-c2ccc(OC)cc2)cn1Cc1ccccc1 | 20 | -5 | 3
C=CCN(CC=C)C(=O)c1ccc(-n2nc(C(=O)OCC)cc2-c2ccc(OC)cc2)cc1 | 6 | 4 | -4
COCCN(Cc1cc(NC(=O)C2CCC2)ccc1N(C)C)C(=O)C1CC1 | -2 | -3 | 9
CC1CCN(C(=O)C23CCC(C)(C(=O)O2)C3(C)C)CC1 (stereo unspecified) | -10 | -5 | 20
COc1ccc(S(=O)(=O)NCCNc2cc(-n3cccn3)ncn2)cc1Cl | -3 | -6 | -5
Cc1nc(C(C)C)sc1C(=O)N1CCC2(CN(C)C(=O)O2)C1 (stereo unspecified) | -3 | x | -1
CCOc1ccc(N2CCN(C(=O)CCc3ccccc3)C(C)C2=O)cc1 (stereo unspecified) | -2 | x | 1
OC1CCN(CCCNc2nccc(C3CCCC3)n2)CC1 | -6 | x | -6

Compound profiles (already shown). Values in the order: hcGAS lum | mcGAS inh | NPYLR7 ag
`CCOc1ccc(N2CCN(C(=O)CCc3ccccc3)C(C)C2=O)cc1` (stereo unspecified) is entered as -2 | x | 1
`COCCN(Cc1cc(NC(=O)C2CCC2)ccc1N(C)C)C(=O)C1CC1` is entered as -2 | -3 | 9
`COS(=O)(=O)c1ccc(C)c(N2CCCC2=O)c1C` is entered as 6 | 1 | 2

Continued:
SMILES | hcGAS lum | mcGAS inh | NPYLR7 ag
COC(=O)c1ccc(C(=O)N2CCC(n3c(=O)oc4c(C)cc(C)cc43)CC2)cc1 | -10 | -8 | 2
Cc1cc(C(=O)N=Nc2c(O)[nH]c3ccc(Br)cc23)n[nH]1 | -3&-9 | -5 | -2&5
O=C(O)CCCCCNC(=O)c1ccc2c(c1)CCCC2 | -5 | -15 | 5
COCCN(Cc1nccn1Cc1ccc(F)c(F)c1)C(=O)CC(C)C | 11 | 2 | 4
CCn1nc(C)c(Cn2cc(-c3ccc(F)c(Cl)c3)nn2)c1C | -7 | -11 | 0
CC(c1ccc(F)cc1)N(C)C(=O)COc1ccc2ccc(=O)oc2c1 (stereo unspecified) | -3 | x | 11
C[C@@]12CO[C@H](c3ccccc3)C[C@@H]1C[C@@H](N1CCN(Cc3ccccn3)CC1)C2 | 1 | -7 | 2
CN(C)CCCn1cccc1C=O | -5 | x | 5
N#Cc1c(-c2ccc(F)cc2)cc(C2CC2)nc1N | -11 | x | 2
CCCCCCN(C(=O)c1ccccc1Cl)C(C)c1nc2ccccc2c(=O)n1-c1ccc(CC)cc1 (stereo unspecified) | -2 | -4 | 24
COc1ccc(-c2noc(CN(C)Cc3n[nH]c4c3CCCCC4)n2)c(OC)c1OC | -1 | -9 | 3
CCOC(=O)N(C)c1c(CC)nc2c(OCCOc3ccccc3)cccn12 | 4 | 2 | -15

Assay outcomes deposited in PubChem BioAssay by Fisher Drug Discovery Resource Center.
